mIAP inh: inhibitors of mouse IAP, primary screen, biochemical, luminescence, uHTS. intestinal alkaline phosphatase [Mus musculus]. purified mouse IAP, CDP-Star luminescence, 30 min. inhibition, % at 10 µM. 0.2% of 330,000 active;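 active means inhibition of at least 40% at 10 µM in the primary screen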;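 further: plate controls were DMSO with enzyme for no effect and no enzyme wells for full effect; values of inactives mirror those of a sister screen read the other way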
A3G deaminase: APOBEC3G DNA deaminase inhibitors, primary screen, biochemical, fluorescence, single-stranded DNA substrate, uHTS; inhibition, % at 20 µM; recombinant A3G, ssDNA deamination FAM/TAMRA fluorescence; 0.28% of 330,000 active;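 active means inhibition of at least 40% at 20 µM, with no more than 30% in the related APOBEC3A deaminase screen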;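 further: plate controls were DMSO wells with A3G for no effect and wells lacking A3G enzyme for full effect; some compounds called inactive have numbers as strong as hits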
Target sequence (Q9HC16 whole entry, looked up): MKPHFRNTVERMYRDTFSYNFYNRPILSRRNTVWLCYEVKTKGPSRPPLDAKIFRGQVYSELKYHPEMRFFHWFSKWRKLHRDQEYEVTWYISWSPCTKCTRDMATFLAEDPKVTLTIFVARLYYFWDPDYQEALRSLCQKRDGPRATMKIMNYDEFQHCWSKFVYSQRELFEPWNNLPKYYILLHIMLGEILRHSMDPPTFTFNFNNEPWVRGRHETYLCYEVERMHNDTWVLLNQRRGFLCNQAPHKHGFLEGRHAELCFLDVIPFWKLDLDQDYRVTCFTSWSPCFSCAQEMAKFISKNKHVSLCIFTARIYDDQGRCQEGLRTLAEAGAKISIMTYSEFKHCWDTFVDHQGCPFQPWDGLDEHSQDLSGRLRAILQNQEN
NLRP3 yeast inh: NALP3 inflammasome inhibitors in reconstituted yeast, primary screen, luminescence, uHTS; Yeast reconstituted NLRP3/ASC/caspase-1, beta-gal luminescence, 24 h; inhibition, % at 10 µM; 0.39% of 330,000 active; AID 2825, 2010;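 active means inhibition of 50% or more; inactive means inhibition below 50%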;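 further: plate controls were induced DMSO wells for no effect and uninduced yeast grown without galactose for full effect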
hIAP act: human IAP activators, primary screen, biochemical, luminescence, uHTS | activation factor at 10 µM | Intestinal-type alkaline phosphatase (Homo sapiens), P09923 | 0.16% of 330,000 active | purified human IAP, CDP-Star luminescence, 30 min; hits give high values; 1 = vehicle-only enzyme, 0 = enzyme-free background | AID 2524, 2010;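 active means activation factor of the enzyme at least 2-fold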; further: the source names both 10 and 20 µM as test concentration; values of inactives mirror those of a sister screen read the other way
hIAP block: human IAP inhibitors, primary screen, biochemical, luminescence, uHTS. purified IAP, CDP-Star luminescence, 30 min. 0.12% of 330,000 active. Intestinal-type alkaline phosphatase (Homo sapiens), P09923. inhibition, % at 10 µM. AID 2544, 2010;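 active means inhibition reaching a set limit with compound at 10 µM in the primary screen, cut at about 35% in these data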;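 further: plate controls were DMSO wells with enzyme for no effect and no-enzyme buffer wells for full effect; values of inactives mirror those of a sister screen read the other way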
mIAP activ: activators of mouse IAP, primary screen, biochemical, luminescence, uHTS; activation factor at 10 µM; 0.24% of 330,000 active; intestinal alkaline phosphatase [Mus musculus]; muIAP, CDP-Star luminescence, 30 min; hits give high values; 1 = vehicle-only enzyme signal, 0 = enzyme-free wells;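 active means activation factor of at least 2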; further: the source names both 10 and 20 µM as test concentration; values of inactives mirror those of a sister screen read the other way
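Assay system: mouse IAP enzyme; Reagent: CDP-Star chemiluminescent phosphatase substrate; Compound: DMSO-dissolved test compounds; Incubation: 30 min, room temperature; Technique: luminescence from enzymatic CDP-Star hydrolysis; Controls: DMSO-only wells and no-enzyme negative control.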
beta cell repl: inducers of MIN6 beta-cell proliferation, primary screen, ATP luminescence, uHTS; MIN6 cells proliferation, ATPlite luminescence, 48 h; cells starved in 0.2% serum; 100% = growth in 10% serum; proliferation, % at 10 µM; 0.29% of 330,000 active; AID 2380, 2010;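 active means compounds whose signal lies at least 3.5 SD above the mean of all wells on their plate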;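 further: 0% = DMSO-treated cells in low-serum medium and 100% = 10% serum control; some compounds called inactive have numbers as strong as hits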
SENP1 FRET inh: human SENP1 catalytic domain inhibitors, primary screen, biochemical, FRET, uHTS. Sentrin-specific protease 1 (Homo sapiens), Q9P0U3. recombinant SENP1 catalytic domain, CyPet-SUMO1-YPet FRET cleavage. inhibition, % at 10 µM. 0.21% of 360,000 active. AID 624204, 2012;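 active means inhibition at least 30% at 10 µM, raw YFP signal under a set limit, fluorescence ratio 0.5 to 1.5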;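 further: 0% = enzyme with DMSO and 100% = no enzyme wells; some results filed as inactive read as strong as hits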
Target sequence (Q9P0U3 419-644 limits assumed): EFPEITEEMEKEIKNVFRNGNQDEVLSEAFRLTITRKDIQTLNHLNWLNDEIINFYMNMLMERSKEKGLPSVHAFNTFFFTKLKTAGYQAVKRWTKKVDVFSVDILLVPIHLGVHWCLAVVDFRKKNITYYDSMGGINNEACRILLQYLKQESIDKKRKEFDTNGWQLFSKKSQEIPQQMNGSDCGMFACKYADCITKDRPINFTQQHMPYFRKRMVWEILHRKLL
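Material: hSENP1 catalytic domain, recombinant; medium: Tris pH 8 with BME, BSA, NP40 and catalase; compound: single concentration of 10 µM compound, 0.5% DMSO final; technique: FRET read of cyan and yellow fluorescence; timing: 50 min enzyme reaction, room temperature, light-protected; reagent: SFCypet-SUMO1-SFYpet substrate at 25 nM; control set: no-enzyme low, enzyme-DMSO high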
APOBEC3A inh: APOBEC3A ssDNA deaminase inhibitors, primary screen, selectivity assay for APOBEC3G inhibitor project, biochemical, FAM/TAMRA oligo cleavage fluorescence; inhibition, % at 20 µM; recombinant A3A, FAM/TAMRA ssDNA deamination fluorescence; AID 493011, 2011; DNA dC->dU-editing enzyme APOBEC-3A (Homo sapiens), P31941; 0.41% of 330,000 active;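 active means at least 40% inhibition at 20 µM here, with at most 30% in a related deaminase screen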;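 further: plate controls were A3A with DMSO for no effect and wells lacking A3A enzyme for full effect; some results filed as inactive read as strong as hits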
Target sequence (P31941 whole entry, looked up): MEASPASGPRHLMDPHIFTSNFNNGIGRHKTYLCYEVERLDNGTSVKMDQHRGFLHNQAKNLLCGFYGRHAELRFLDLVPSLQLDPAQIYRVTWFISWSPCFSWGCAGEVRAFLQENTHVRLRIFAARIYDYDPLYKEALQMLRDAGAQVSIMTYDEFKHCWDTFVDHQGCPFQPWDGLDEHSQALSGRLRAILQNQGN
The depositor's hits bear a star. Only part of the results is shown. The share of hits here may be higher or lower than overall.

What do the screens show for `O=C(/C=C/c1cccc([N+](=O)[O-])c1)NCCSCc1ccc(Cl)cc1`?
mIAP inh: 7; A3G deaminase: 0; NLRP3 yeast inh: 12; hIAP act: 0.84; hIAP block: 16; mIAP activ: 0.93; beta cell repl: -3; SENP1 FRET inh: 0; APOBEC3A inh: -1

Results for CCOc1ccccc1N1CCN(S(=O)(=O)c2ccc3c4c(cccc24)C(=O)N3)CC1 ?
mIAP inh: 59*; A3G deaminase: 5; NLRP3 yeast inh: 19; hIAP act: 1.1; hIAP block: -10; mIAP activ: 0.41; beta cell repl: -6; SENP1 FRET inh: -11; APOBEC3A inh: 18

What do the screens show for `CCOCCCn1c(=S)[nH]c2cc(C(=O)N3CCN(C)CC3)ccc2c1=O`?
mIAP inh: 14; A3G deaminase: 2; NLRP3 yeast inh: 9; hIAP act: 1.2; hIAP block: -22; mIAP activ: 0.86; beta cell repl: -2; SENP1 FRET inh: 2; APOBEC3A inh: 1

Results for CCn1c(CSc2nc(C)cs2)nc2cc(S(=O)(=O)N(C)C)ccc21 ?
mIAP inh: 6; A3G deaminase: -2; NLRP3 yeast inh: 19; hIAP act: 0.99; hIAP block: 1; mIAP activ: 0.94; beta cell repl: -2; SENP1 FRET inh: -16; APOBEC3A inh: 1

Results for CCC(C)NC(=O)C1CCCN(S(=O)(=O)c2ccc3c(c2)CC(C)N3C(=O)C2CC2)C1 (stereo not given) ?
mIAP inh: 10; A3G deaminase: -6; NLRP3 yeast inh: -3; hIAP act: 0.97; hIAP block: 3; mIAP activ: 0.9; beta cell repl: -1; SENP1 FRET inh: 3; APOBEC3A inh: -6

Results for C=CCn1cnc2c(c1=O)c1nc3ccccc3nc1n2-c1ccc(C)cc1 ?
mIAP inh: 5; A3G deaminase: -4; NLRP3 yeast inh: 18; hIAP act: 1; hIAP block: -1; mIAP activ: 0.95; beta cell repl: -4; APOBEC3A inh: -3

Results for CCCCC(CC)C(=O)Nc1cc(C(=O)NCCC)ccc1N1CCC2(CC1)CC(c1ccccc1)=NO2 (stereo not given) ?
mIAP inh: -46; A3G deaminase: 5; NLRP3 yeast inh: 19; hIAP act: 0.95; hIAP block: 5; mIAP activ: 1.5; beta cell repl: -8; SENP1 FRET inh: -2; APOBEC3A inh: 0

How did Cc1ccc(N2CCN(c3ccc(C)cc3)C2c2cccnc2)cc1 do in these assays?
mIAP inh: 6; A3G deaminase: -5; NLRP3 yeast inh: 29; hIAP act: 0.93; hIAP block: 7; mIAP activ: 0.94; beta cell repl: -3; SENP1 FRET inh: -1; APOBEC3A inh: -4

What do the screens show for `CCCN1CCN(CCCNC(=O)Cn2nc(C)n3c(cc4cc(OC)ccc43)c2=O)CC1`?
mIAP inh: 3; A3G deaminase: -8; NLRP3 yeast inh: 7; hIAP act: 0.83; hIAP block: 17; mIAP activ: 0.97; beta cell repl: 5; SENP1 FRET inh: -4; APOBEC3A inh: -4

What do the screens show for `O=C(NC(NC(=S)Nc1ccccc1O)C(Cl)(Cl)Cl)c1ccco1` (stereo not given)?
mIAP inh: 2; A3G deaminase: 5; NLRP3 yeast inh: 10; hIAP act: 0.99; hIAP block: 1; mIAP activ: 0.98; beta cell repl: -4; SENP1 FRET inh: 8; APOBEC3A inh: 1

How did Cc1c(C)c2c(OCC(=O)N[C@@H](C)C(=O)O)cc3c(c2oc1=O)CCC(C)(C)O3 do in these assays?
mIAP inh: 8; A3G deaminase: -2; NLRP3 yeast inh: 10; hIAP act: 1; hIAP block: -3; mIAP activ: 0.92; beta cell repl: -1; SENP1 FRET inh: 1; APOBEC3A inh: 1

How did CCN1C(=O)[C@H]2[C@H]3CN=C(SCc4ccc(C(=O)OC)cc4)N3[C@@](Cc3ccccc3)(C(=O)OC)[C@H]2C1=O do in these assays?
mIAP inh: 5; A3G deaminase: -3; mIAP activ: 0.95; SENP1 FRET inh: 0; APOBEC3A inh: 1

Results for CC(c1ccccn1)N(C)C(=O)c1ccc2nc(Cc3ccccc3F)oc2c1 (stereo not given) ?
mIAP inh: 2; A3G deaminase: -9; NLRP3 yeast inh: 20; hIAP act: 0.92; hIAP block: 8; mIAP activ: 0.98; beta cell repl: 1; SENP1 FRET inh: -1; APOBEC3A inh: -3

How did COc1ccc(C(=O)Nc2nnc(-c3ccccc3)o2)cc1OC do in these assays?
mIAP inh: 2; A3G deaminase: -4; NLRP3 yeast inh: 15; hIAP act: 0.9; hIAP block: 10; mIAP activ: 0.98; beta cell repl: -2; SENP1 FRET inh: 2; APOBEC3A inh: -7

How did CN(C)c1ccc(C2N3CC4(C)CN2CC(C)(C3)C4O)cc1 (stereo not given) do in these assays?
mIAP inh: -2; A3G deaminase: 2; NLRP3 yeast inh: 6; hIAP act: 0.93; hIAP block: 7; mIAP activ: 1; beta cell repl: 0; SENP1 FRET inh: 2; APOBEC3A inh: -1

What do the screens show for `COc1ccccc1N1CCN(C2CCCN(C(=O)CC(F)(F)F)C2)CC1` (stereo not given)?
mIAP inh: 3; A3G deaminase: -10; NLRP3 yeast inh: 19; hIAP act: 0.98; hIAP block: 2; mIAP activ: 0.97; beta cell repl: -3; SENP1 FRET inh: -1; APOBEC3A inh: -6

How did C=CCn1c2ccccc2c2nnc(SCC(=O)OCN3C(=O)c4ccccc4C3=O)nc21 do in these assays?
mIAP inh: 4; A3G deaminase: -5; NLRP3 yeast inh: 2; hIAP act: 0.98; hIAP block: 2; mIAP activ: 0.96; beta cell repl: 2; SENP1 FRET inh: 5; APOBEC3A inh: -1

What do the screens show for `Cc1cccc(Cl)c1NC(=O)N1CCN(c2ccnc3cc(Cl)ccc23)CC1`?
mIAP inh: 5; A3G deaminase: -6; NLRP3 yeast inh: 8; hIAP act: 1; hIAP block: -4; mIAP activ: 0.95; beta cell repl: -2; SENP1 FRET inh: 3; APOBEC3A inh: -3

How did CCN(c1ccccc1)S(=O)(=O)c1ccc(C(=O)NC2CCN(Cc3ccccc3)CC2)cc1 do in these assays?
mIAP inh: 8; A3G deaminase: -3; NLRP3 yeast inh: 13; hIAP act: 1.1; hIAP block: -10; mIAP activ: 0.92; beta cell repl: -6; SENP1 FRET inh: 0; APOBEC3A inh: -1

How did CC1=C(C)CC(C(=O)Nc2nc(C)cs2)C(C(=O)O)C1 (stereo not given) do in these assays?
mIAP inh: 2; A3G deaminase: -5; NLRP3 yeast inh: 17; hIAP act: 1.2; hIAP block: -22; mIAP activ: 0.98; beta cell repl: -5; SENP1 FRET inh: 2; APOBEC3A inh: -7

What do the screens show for `Cc1ccc(C2C(C(=O)c3cccs3)=C(O)C(=O)N2c2nnc(C)s2)cc1` (stereo not given)?
mIAP inh: 2; A3G deaminase: -64; NLRP3 yeast inh: -24; hIAP act: 0.94; hIAP block: 6; mIAP activ: 0.98; beta cell repl: 1; SENP1 FRET inh: -27; APOBEC3A inh: -20

Results for COCCN(CCOC)C(=O)CCn1c(=O)oc2ccccc21 ?
mIAP inh: 2; A3G deaminase: -3; NLRP3 yeast inh: -7; hIAP act: 1.1; hIAP block: -6; mIAP activ: 0.98; beta cell repl: 1; SENP1 FRET inh: -1; APOBEC3A inh: -2

How did COc1ccc(N2CC(C(=O)Nc3nnc(Cc4ccccc4)s3)CC2=O)cc1 (stereo not given) do in these assays?
mIAP inh: 0; A3G deaminase: -14; NLRP3 yeast inh: 10; hIAP act: 0.96; hIAP block: 4; mIAP activ: 1; beta cell repl: 0; SENP1 FRET inh: 0; APOBEC3A inh: -4

Results for CCOC(=O)c1sc2nc(CC(=O)OC)nc(N(C)CCc3ccccn3)c2c1C ?
mIAP inh: 8; A3G deaminase: -9; NLRP3 yeast inh: 11; hIAP act: 0.96; hIAP block: 4; mIAP activ: 0.92; beta cell repl: 1; SENP1 FRET inh: -1; APOBEC3A inh: -4

How did C/C(=N\NC(=O)c1n[nH]c2c1CCC2)c1ccco1 do in these assays?
mIAP inh: -9; A3G deaminase: -4; NLRP3 yeast inh: -1; hIAP act: 1.9; hIAP block: -88; mIAP activ: 1.1; beta cell repl: -1; SENP1 FRET inh: 1; APOBEC3A inh: -1

Results for CCOc1cc(/C=N/NC(=O)c2cccc(S(=O)(=O)N3CCOCC3)c2)ccc1OCC(=O)N(C)C ?
mIAP inh: -2; A3G deaminase: -6; NLRP3 yeast inh: -1; hIAP act: 0.98; hIAP block: 2; mIAP activ: 1; beta cell repl: -1; SENP1 FRET inh: 2; APOBEC3A inh: -2

Results for CC(C)c1ccc(CNCCCSc2ncccn2)cc1 ?
mIAP inh: -4; A3G deaminase: 0; NLRP3 yeast inh: 14; hIAP act: 1.2; hIAP block: -16; mIAP activ: 1; beta cell repl: -1; SENP1 FRET inh: -3; APOBEC3A inh: -8

Results for COC(=O)C1CCN(c2cnccn2)CC1 ?
mIAP inh: -5; A3G deaminase: -3; NLRP3 yeast inh: -2; hIAP act: 0.97; hIAP block: 3; mIAP activ: 1; beta cell repl: -2; SENP1 FRET inh: 0; APOBEC3A inh: 1

How did CCOC(=O)c1ccc(NC(C)=O)c([N+](=O)[O-])c1 do in these assays?
mIAP inh: -2; A3G deaminase: 3; NLRP3 yeast inh: 13; hIAP act: 0.81; hIAP block: 19; mIAP activ: 1; beta cell repl: -2; SENP1 FRET inh: -3; APOBEC3A inh: 1

Entries above that have a Cl atom, in the order listed:
What do the screens show for `O=C(/C=C/c1cccc([N+](=O)[O-])c1)NCCSCc1ccc(Cl)cc1`?
mIAP inh: 7; A3G deaminase: 0; NLRP3 yeast inh: 12; hIAP act: 0.84; hIAP block: 16; mIAP activ: 0.93; beta cell repl: -3; SENP1 FRET inh: 0; APOBEC3A inh: -1

What do the screens show for `O=C(NC(NC(=S)Nc1ccccc1O)C(Cl)(Cl)Cl)c1ccco1` (stereo not given)?
mIAP inh: 2; A3G deaminase: 5; NLRP3 yeast inh: 10; hIAP act: 0.99; hIAP block: 1; mIAP activ: 0.98; beta cell repl: -4; SENP1 FRET inh: 8; APOBEC3A inh: 1

What do the screens show for `Cc1cccc(Cl)c1NC(=O)N1CCN(c2ccnc3cc(Cl)ccc23)CC1`?
mIAP inh: 5; A3G deaminase: -6; NLRP3 yeast inh: 8; hIAP act: 1; hIAP block: -4; mIAP activ: 0.95; beta cell repl: -2; SENP1 FRET inh: 3; APOBEC3A inh: -3

Assay outcomes (PubChem)
